Screening data from PubChem BioAssay.
TDP1 cell CPT = DT40-hTDP1 cell growth loss with CPT; chicken DT40 Tdp1-/-;hTDP1 cells + 20 nM CPT, ATP luminescence, 48 h; Potency, µM (titrated, usually from 46.2 µM), for the others: at the highest dose activity change, negative = growth inhibition, actives largely listed as inhibitors; 420,000 tested, 12% active; AID 686979; further: nearly all actives have a fitted effect of over 55% in size
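Chicken DT40 Tdp1-/- cells complemented with human TDP1, 400 cells/well, exposed to compounds plus 20 nM camptothecin for at least 48 h at 37 C; viability read as ATP content by CellTiter-Glo luminescence.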
GCN5L2 inh = blocks human GCN5L2 histone acetyltransferase; 390,000 tested, 0.21% active; Potency, µM (top dose mostly 58.9 µM), inactives show at the top dose activity change, negative = inhibition, most hits filed as inhibitors; GCN5L2 HAT assay, ThioGlo1 CoA-SH fluorescence; Q92830; AID 504327
Target sequence (Q92830 whole entry, looked up): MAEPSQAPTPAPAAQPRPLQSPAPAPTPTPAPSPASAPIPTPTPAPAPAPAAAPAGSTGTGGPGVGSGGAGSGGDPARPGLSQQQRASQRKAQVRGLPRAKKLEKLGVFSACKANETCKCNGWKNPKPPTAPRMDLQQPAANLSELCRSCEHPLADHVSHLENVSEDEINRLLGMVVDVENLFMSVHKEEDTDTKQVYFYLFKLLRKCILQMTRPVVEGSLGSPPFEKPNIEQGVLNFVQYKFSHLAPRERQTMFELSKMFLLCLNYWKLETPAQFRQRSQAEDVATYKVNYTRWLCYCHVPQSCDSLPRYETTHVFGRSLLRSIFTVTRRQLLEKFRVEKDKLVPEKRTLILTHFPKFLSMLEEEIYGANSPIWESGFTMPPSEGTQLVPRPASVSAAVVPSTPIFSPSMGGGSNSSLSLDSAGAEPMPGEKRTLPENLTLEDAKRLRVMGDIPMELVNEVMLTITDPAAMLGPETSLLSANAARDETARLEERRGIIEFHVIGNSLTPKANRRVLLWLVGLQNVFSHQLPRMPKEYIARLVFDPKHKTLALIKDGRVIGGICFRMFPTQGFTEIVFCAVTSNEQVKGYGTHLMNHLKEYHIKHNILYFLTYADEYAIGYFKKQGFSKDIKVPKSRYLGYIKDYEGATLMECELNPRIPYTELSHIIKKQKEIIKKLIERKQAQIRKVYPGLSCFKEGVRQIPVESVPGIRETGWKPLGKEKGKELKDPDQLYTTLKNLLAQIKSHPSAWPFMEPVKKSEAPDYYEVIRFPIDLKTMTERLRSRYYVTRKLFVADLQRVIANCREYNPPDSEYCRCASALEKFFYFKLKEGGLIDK
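Fluorescence readout, Ex340nm/Em540nm: ThioGlo1 (50uM final) reacts with free CoA thiol released as 20nM GCN5L2 acetylates H3(1-25) peptide (75uM) using acetyl-CoA (70uM). Compound and enzyme sat 15 min beforehand; 20 min room-temperature reaction.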
DT40 TDP1 no CPT = qHTS for Inhibitors of human tyrosyl-DNA phosphodiesterase 1 (TDP1): qHTS in cells in absence of CPT. DT40 Tdp1-/- hTDP1 cells, no CPT, ATP luminescence, 48 h. Potency, µM (doses to about 46.2 µM), inactives show at the highest dose activity change, negative = growth inhibition, hits mostly inhibitors. 420,000 tested, 15% active. AID 686978, 2013; further: nearly all actives have a fitted effect of over 55% in size
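No-CPT arm: Tdp1-/-;hTDP1 DT40 cells (400/well) plus compounds, incubated ≥48 hr at 37 °C. Readout CellTiter-Glo luminescence.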
Active calls of the source: *; u = inconclusive; x = not tested or not shown; & = joins results of further samples; [ ] = dose if it differs, or a comment. The call rests on the fitted dose curve; in most records, active means well fitted curve in the direction sought with a large enough effect; inconclusive means small, poorly fitted or top-dose-only effect, or another doubt; inactive means no such curve, though single readings can be large; an effect the other way counts as inactive or inconclusive. On the % scale 0 is the no-effect control and ±100 the full control effect; potency means the concentration at half of the fitted maximal effect.

Values in the order: TDP1 cell CPT, GCN5L2 inh, DT40 TDP1 no CPT
- CC1(C(=O)NCc2ccccc2)CN(S(C)(=O)=O)CC(=O)N1C1CC1 (centres undefined)
    11.8%, x, 5.7%
- CCOC(=O)N1CCN(S(=O)(=O)c2ccc(F)c(C(=O)Nc3cccc(Cl)c3C)c2)CC1
    u, -6.0%, u
- CC(Oc1ccccc1)C(=O)N1CCN=C1SCc1ccccc1 (centres undefined)
    -13.3%, -19.3%, -3.2%
- CCCCNC(=O)c1cc([N+](=O)[O-])[nH]n1
    -3.3%, 1.1%, 6.9%
- CS(=O)(=O)N(CC(=O)NCc1ccc2c(c1)OCO2)Cc1ccc(Cl)cc1
    -17.6%, -9.6%, -28.6%
- CCc1ccc(-n2c(=O)c3c4c(sc3n(Cc3ccc(F)cc3)c2=O)CCCC4)cc1
    -12.9%, -0.4%, -19.7%
- O=C(CN1CCCCC1)NC1CCc2cc3c(cc21)CCC3 (centres undefined)
    1.2%, x, -17.5%
- CCSc1nnc(C)n1-c1ccc(C(=O)O)cc1
    -25.1%, -23.7%, -1.9%
- O=C(NC1CCCCC1)C(=S)N1CCOCC1
    -3.6%, -8.9%, 16.2%
- CCS(=O)(=O)N1CCC[C@H]2CN3CCc4cc(OC)ccc4[C@@H]3C[C@@H]21
    -24.7%&5.9%, -1.5%&-5.6%, u
- CC1CCCCC1N1CN=C(Nc2nc3ccccc3s2)NC1 (centres undefined)
    20.6µM*, 9.9%, u
- C/C=C(/C)C(=O)O[C@@H]1[C@H](OC(=O)C=C(C)C)c2c(ccc3ccc(=O)oc23)OC1(C)C
    u, -5.8%, u
- OCc1nc2ccccc2n1CCCCOc1ccccc1
    u, x, u
- O=C(NCC1(N2CCOCC2)CCCCC1)c1cnn(-c2nccc(-c3cccs3)n2)c1C1CC1
    u, x, 20.6µM*
- Cn1nc(C(C)(C)C)c([N+](=O)[O-])c1C(=O)N1CCOCC1
    -16.1%, 1.1%, 3.0%
- CC(=O)N1CCCc2cc(S(=O)(=O)Nc3ccc(Cl)cc3F)ccc21
    u, -3.4%, 23.1µM*
- Cc1cc(NC(=O)C2CC(=O)N(c3cccc(Cl)c3)C2)no1 (centres undefined)
    -10.4%, -4.7%, -10.9%
- COc1ccccc1NC(=O)C1=C(C)Nc2nc(SCC(=O)c3ccc(C)cc3)nn2C1c1ccccc1C (centres undefined)
    u, -7.3%, -25.5%
- Cc1ccc(S(=O)(=O)N(C)C)cc1NC(=O)COC(=O)CCC1CCCC1
    -10.9%, u, -2.7%
- COc1cccc(N2CCN(C(=O)c3cc(C)oc3C)CC2)c1
    11.6µM*, 0.3%, 13µM*
- Cc1ccc(-c2ccc3c(c2)O[C@H](CN(C)C(=O)Nc2ccc(C(F)(F)F)cc2)[C@H](C)CN([C@H](C)CO)S3(=O)=O)cc1
    u, x, u
- COC(=O)CC1C(=O)NCCN1C(=S)NC(=O)c1sc2ccccc2c1Cl (centres undefined)
    -7.3%, -2.3%, 6.6%
- O=C1Nc2ccc(S(=O)(=O)NCc3ccccn3)c3cccc1c23
    -8.4%, 1.2%, -10.2%
- Cc1nn(C)c(C)c1CNC(=O)c1cc2n(n1)C(C(F)(F)F)CC(c1cccs1)N2 (centres undefined)
    10.3µM*, -3.9%, 5.8µM*
- Cc1cc2nc(C3CCN(C(=S)NCCCOC(C)C)CC3)[nH]c2cc1C
    -7.0%, 2.4%, -20.8%
- CCN(CC(=O)NCc1ccc(F)cc1)CC(=O)NC1CCCC1
    6.6%, -2.7%, -26.9%
- COc1cccc(C2=NCCc3cc4c(cc32)OCO4)c1OC
    -3.0%, 3.2%, u
- Cn1c(C(=O)NCCCN2CCCC2=O)cc2c(=O)n(C)c3ccccc3c21
    -28.3%, -15.1%, -1.7%
- CC(C)OC(=O)c1ccc(NCc2cc(O)ccc2O)cc1
    1.16µM*, x, 2.31µM*
- O=C(CC1=NCCNC(c2ccccc2)C1)c1ccccc1O (centres undefined)
    u, -12.6%, u
- COc1ccc(C2CC(=O)c3c([nH]c(C(=O)OC4CCCCCC4)c3C)C2)cc1OC (centres undefined)
    3.66µM*, -2.6%, 4.61µM*
- CCOC(=O)C1(c2csc(N)n2)COC(=O)C1 (centres undefined)
    -12.1%, x, -4.8%
- Cc1nc2c(c(C)nn2-c2ccccc2)c(C)c1CCC(=O)NCCCOC(C)C
    -26.5%, -19.8%, 20.6µM*
- CC(C)OCCCNC(=O)c1ccc(N(C)S(C)(=O)=O)cc1
    -2.9%, 0.3%, -7.6%
- CNC(=S)NCCc1ccc(OC)c(OC)c1
    -4.9%, -11.2%, 6.2%
- CCOc1ccccc1OCCCC(=O)Nc1cccc(-n2cnnn2)c1C
    -17.3%, 3.3%, -0.2%
- Cc1nc2ccc(C(=O)O)cc2c2c1CC(C)S2 (centres undefined)
    17.6%, -12.6%, 4.2%
- C/C(=N\Nc1ccc(Cl)c(C(=O)O)c1)c1cccc([N+](=O)[O-])c1
    -2.7%, -3.0%, -10.4%
- Cc1ccccc1C(=O)NN1C(=O)CSC1=S
    -0.9%, -6.7%, 6.8%
- O=C(Nc1ccccc1)OCC1CCCN2CCCCC12 (centres undefined)
    3.5%, -14.7%, 9.1%
- COC(=O)Nc1ccc(S(=O)(=O)N2CCCc3ccccc32)cc1
    2.59µM*, -19.3%, 2.31µM*
- COc1ccc2oc(=O)c(C(=O)C[n+]3cccc(C)c3)cc2c1
    -2.7%, 25.3%, -4.7%
- Cc1nnc(SCC(=O)Nc2ccccc2F)n1Cc1ccco1
    -13.7%, -5.1%, -9.0%
- Cc1scc(-c2n[nH]c(=S)n2C(C)c2ccccc2)c1C (centres undefined)
    u, -2.4%, 16.4µM*
- COc1ccc(-c2nnn(CC(=O)N(CC(=O)NC3CCCC3)c3ccccc3)n2)cc1OC
    u, 4.1%, 14.6µM*

An excerpt of these results, with each value named.
> CNC(=S)NCCc1ccc(OC)c(OC)c1
  TDP1 cell CPT = -4.9%
  GCN5L2 inh = -11.2%
  DT40 TDP1 no CPT = 6.2%

> CCOc1ccccc1OCCCC(=O)Nc1cccc(-n2cnnn2)c1C
  TDP1 cell CPT = -17.3%
  GCN5L2 inh = 3.3%
  DT40 TDP1 no CPT = -0.2%

> Cc1nc2ccc(C(=O)O)cc2c2c1CC(C)S2 (centres undefined)
  TDP1 cell CPT = 17.6%
  GCN5L2 inh = -12.6%
  DT40 TDP1 no CPT = 4.2%

> C/C(=N\Nc1ccc(Cl)c(C(=O)O)c1)c1cccc([N+](=O)[O-])c1
  TDP1 cell CPT = -2.7%
  GCN5L2 inh = -3.0%
  DT40 TDP1 no CPT = -10.4%

(list continues)
Values in the order: TDP1 cell CPT, GCN5L2 inh, DT40 TDP1 no CPT
- Cc1ccc(S(=O)(=O)N2CCN(S(=O)(=O)c3c(C)n[nH]c3C)CC2)cc1C
    0.1%, -3.3%, 1.7%
- Cc1nn(CC(=O)NC(=O)NC2CCCCC2C)c(=O)c(C#N)c1C (centres undefined)
    u, -4.8%, u
- O=C1C(Cc2ccc3[nH]ccc3c2)NC(=S)N1c1ccccc1 (centres undefined)
    4.4%, -1.3%, -8.1%
- Cc1ccc(-c2nc(COC(=O)C3=NN(c4ccccc4)C(=O)CC3)cs2)cc1
    -6.0%, -4.7%, 0.0%
- O=C(Nc1ccc2ncccc2c1)c1cccc(Br)c1
    u, -5.8%, -21.9%
- COc1ccccc1N(CC(=O)Nc1ccc(Cc2ccncc2)cc1)S(=O)(=O)c1ccccc1
    23.1µM*, -12.0%, u
- CN(C)S(=O)(=O)c1ccc(C(=O)OCC(=O)c2ccc3c(c2)NC(=O)CO3)cc1
    20.8%, -4.2%, 0.7%
- COc1cc(/C=N/NC(=O)c2cc3ccccc3cc2O)ccc1OCCN1CCCCC1
    -17.4%, -3.8%, u
- CCN(C(=O)CSc1nnc(C)c(=O)[nH]1)c1cccc2ccccc12
    9.3%, -1.9%, 25.9%
- CCOC(=O)[C@]12CCCC=C1N(Cc1cccc3ccccc13)C(=O)[C@H](CC(=O)NCC13CC4CC(CC(C4)C1)C3)C2
    u, x, 23.1µM*
- COc1ccc(N2CCN(C(=O)c3cc(C)on3)CC2)cc1
    2.4%, -0.9%, 11.4%
- O=C(N/N=C/c1ccc(OCc2ccc(F)cc2)cc1)c1ccccc1
    -9.9%, 4.1%, -27.4%
- CC(C)NC(=O)CSc1ccccc1C(=O)N1CCN(S(=O)(=O)Cc2ccccc2)CC1
    -19.0%, -14.8%, -5.8%
- O=C(CSc1ccccc1)N1CCCC(Nc2ccccc2)C1 (centres undefined)
    u, 2.5%, u
- CC1(C)CNC(=O)CC(C)(C)N1
    -10.4%, -2.4%, 23.4%
- COc1ccccc1/C=C\C=N\n1c(-c2ccc(Cl)cc2)n[nH]c1=S
    u, -9.3%, u
- [O-][n+]1c2c(nn1-c1ccccc1Cl)-c1nonc1CC2
    -7.8%, -12.3%, -17.7%
- Cc1cnc(C(=O)OC(C(=O)Nc2cc(C(F)(F)F)ccc2Cl)c2ccccc2)cn1 (centres undefined)
    2.4%, -8.5%, u
- Cc1cc(C)cc(C(=O)NCCn2cc(SCC(=O)N3CCOCC3)c3ccccc32)c1
    u, -8.0%, u
- CNc1nc(OCC(F)(F)F)nc(OCC(F)(F)F)n1
    -0.8%, x, -13.8%
- CCc1ccc2nc(N3CCN(C(=O)C4CC4)CC3)sc2c1
    u, 1.3%, u
- COc1cccc(C2CC(c3ccc(C)cc3)n3ncnc3N2)c1 (centres undefined)
    18.6%, 1.9%, -0.1%
- O=C(c1ccco1)N1N=C(c2ccc(Br)cc2)CC1(O)C(F)(F)F (centres undefined)
    -1.6%, -7.4%, u
- O=C(CCCC(=O)N(CC(=O)NC1CCCC1)Cc1ccc2c(c1)OCO2)Nc1ccccn1
    -2.0%, 0.3%, 3.7%
- Cc1ccccc1Nc1nc(N)nc(CSc2nnc(-c3ccccc3)n2C)n1
    1.6%, u, -18.1%
- CCOC(=O)C1CCN(C(=O)Nc2ccc3nccnc3c2)CC1
    -6.7%, -15.3%, -10.0%
- C[C@@H]1CN([C@H](C)CO)C(=O)Cc2cc(NS(=O)(=O)c3cn(C)cn3)ccc2O[C@H]1CN(C)S(=O)(=O)c1ccc(Cl)cc1
    1.3%, -2.2%, -1.4%
- NC(=O)Nc1ccc(C(=O)OCC(=O)N2CCc3ccccc3C2)cc1
    -18.9%, -1.3%, 16.4%
- S=C1CCSc2ccc(Cl)cc2N1
    u, -7.2%, u
- COc1ccc(CNC(=O)CSc2nnc(C(F)(F)F)n2C)cc1
    2.7%, -2.7%, 13.5%
- CCN1CCCC1CNC(=O)c1cnn(-c2nccc(-c3cccs3)n2)c1C1CC1 (centres undefined)
    6.3%[9.04 µM], x, -12.5%
- CCc1ccccc1NS(=O)(=O)c1ccc(SC)cc1
    u, -3.6%, u
- C=C1C[C@@H]2C[C@@H]2CN(S(=O)(=O)c2ccc(C)cc2)[C@@H]1COCc1ccccc1
    8.2µM*, x, 8.2µM*
- COc1ccc(N(C)S(=O)(=O)c2cccc(C(=O)NC3CCCCCC3)c2)cc1
    -29.0%, -0.1%, u
- Cc1c(O)cc2n(c1=O)-c1ccc(Cl)cc1C2(C)C
    -16.2%, -6.6%, u
- CCCc1[nH]nc2c1C1(C(=O)N(CC)c3ccccc31)C(C#N)=C(N)O2 (centres undefined)
    -6.4%, 0.3%, 1.4%
- C=CCn1c(C)cc(C(=O)CSc2ccc(NC(C)=O)cc2)c1C
    -14.2%, 8.8%, u
- CCn1c(N)c(C(=O)NCCCOC)sc1=S
    9.8%, -11.2%, -22.9%
- Cc1c(CCC(=O)NCCc2ccccc2)c(=O)oc2cc(O)ccc12
    u, u, u
- COc1ccc(C2C3=C(CC(C)(C)CC3=O)Oc3ncn(Cc4ccco4)c(=N)c32)cc1 (centres undefined)
    -17.5%, -3.1%, -28.5%
- COc1ccc(-c2ccc(-c3noc(-c4ccco4)n3)c(OC)n2)cc1
    u, -6.6%, u
- CC1CN(S(=O)(=O)c2ccc(C(=O)OCc3ccc(C#N)cc3)cc2)CC(C)O1 (centres undefined)
    2.0%, -5.7%, -20.5%
- CC(=O)Nc1ccc(S(=O)(=O)N=S(C)C)cc1
    9.1%, -5.0%&-15.7%, -3.5%
- CCCn1c(CCC(=O)Nc2cc(C(=O)OC)cc(C(=O)OC)c2)nc2cccnc21
    29.1µM*, -8.0%, u
- O=c1[nH]c(SCc2ccccc2)nnc1-c1ccccc1
    -3.7%, -3.9%, -13.7%
- CCC1(CC)C(=O)C2=C3C1[C@H](C(=O)OC)C=C(C(=O)OC)C[C@H]3[C@H]1C(=O)NC(=O)[C@H]1[C@H]2C (some centres undefined)
    12.5%, x, 2.5%

Only part of the results is shown; rates above refer to the full screens.
